# Compound activity as filed in PubChem.
# M5 ag – human M5 muscarinic receptor agonists, primary screen, CHO-K1 cells, Fluo-8 calcium fluorescence | Muscarinic acetylcholine receptor M5 (Homo sapiens), P08912 | CHO-K1 hM5 cells; 0% DMSO wells, 100% maximal acetylcholine response | activation, % at 3 µM | 360,000 compounds, 0.19% hits | AID 624037, 2012;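 active means activation above the run's mean over test compounds plus 3 SD, cut at about 23% in these data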;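 further: signal is peak over basal fluorescence ratio across the kinetic read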
# Target sequence (P08912 whole entry, looked up): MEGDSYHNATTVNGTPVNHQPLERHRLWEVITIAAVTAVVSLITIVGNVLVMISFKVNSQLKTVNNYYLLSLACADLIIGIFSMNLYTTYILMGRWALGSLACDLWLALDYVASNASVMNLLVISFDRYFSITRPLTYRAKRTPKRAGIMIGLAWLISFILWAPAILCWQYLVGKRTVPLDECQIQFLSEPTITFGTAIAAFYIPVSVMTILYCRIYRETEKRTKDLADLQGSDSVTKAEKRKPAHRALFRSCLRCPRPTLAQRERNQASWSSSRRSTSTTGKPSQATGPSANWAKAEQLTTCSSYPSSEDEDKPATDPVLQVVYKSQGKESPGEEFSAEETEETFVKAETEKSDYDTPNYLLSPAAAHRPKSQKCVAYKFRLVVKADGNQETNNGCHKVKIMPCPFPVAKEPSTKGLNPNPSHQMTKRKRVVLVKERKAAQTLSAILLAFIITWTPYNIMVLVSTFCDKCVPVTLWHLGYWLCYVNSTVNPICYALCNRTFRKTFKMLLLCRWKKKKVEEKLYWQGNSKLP
# CRFBP-R2 block – antagonists of CRF-BP/CRF-R2 complex, primary screen, cell-based, HEK293, calcium dye fluorescence, uHTS | 350,000 compounds, 0.59% hits | inhibition, % at 11.8 µM | CRF-induced calcium fluorescence;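 active means inhibition of the ligand-induced calcium signal above about 50% at the single tested concentration, limit read from the data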
# M4 PAM – human M4 muscarinic receptor positive allosteric modulators, primary screen, CHO-K1 cells, Fluo-8 calcium fluorescence; 360,000 compounds, 0.4% hits; Muscarinic acetylcholine receptor M4 (Homo sapiens), P08173; CHO-K1 hM4/Gqi5, ACh EC20; 0% = ACh EC20, 100% = maximal ACh; activation, % at 3 µM; AID 624126, 2012;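 active means activation above its plate's cutoff, the mean activation of sample wells plus 3 SD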; further: some results filed as inactive read as strong as hits
# Target sequence (P08173 whole entry, looked up): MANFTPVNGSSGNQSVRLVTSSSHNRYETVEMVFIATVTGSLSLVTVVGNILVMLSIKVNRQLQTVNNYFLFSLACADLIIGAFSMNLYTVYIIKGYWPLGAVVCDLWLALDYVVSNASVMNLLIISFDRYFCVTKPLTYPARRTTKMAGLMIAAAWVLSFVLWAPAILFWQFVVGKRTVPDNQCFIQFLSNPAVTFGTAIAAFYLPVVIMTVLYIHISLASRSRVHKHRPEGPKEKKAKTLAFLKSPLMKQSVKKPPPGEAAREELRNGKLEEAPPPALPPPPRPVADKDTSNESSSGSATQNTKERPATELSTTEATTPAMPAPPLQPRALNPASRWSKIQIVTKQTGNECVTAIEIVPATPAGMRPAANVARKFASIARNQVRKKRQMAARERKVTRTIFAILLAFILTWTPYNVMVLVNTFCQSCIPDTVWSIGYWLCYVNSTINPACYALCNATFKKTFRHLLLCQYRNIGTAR
# M4 antag – human M4 muscarinic receptor antagonists, primary screen, CHO cells, Fluo-8 calcium fluorescence; 360,000 compounds, 0.73% hits; inhibition, % at 3 µM; CHO-hM4 cells, ACh EC80; Muscarinic acetylcholine receptor M4 (Homo sapiens), P08173;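 active means inhibition above its plate's cutoff, the mean inhibition of sample wells plus 3 SD, cut at about 27% in these data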;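 further: 0% = acetylcholine EC80 with DMSO and 100% = DMSO without agonist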
# IDE cell inh – human IDE inhibitors in live cells, primary screen, fluorescence polarization, HEK cells, FAbetaB substrate; Insulin-degrading enzyme (Homo sapiens), P14735; FAbetaB cleavage; inhibition, % at 5.59 µM; 320,000 compounds, 0.41% hits; AID 434962, 2010;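 active means percent inhibition above the average of all tested compounds plus 3 SD, set per screening campaign, cut at about 16% in these data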;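 further: IDE supplied by intact live HEK cells; FP after avidin binding of uncleaved biotin substrate so inhibition keeps polarization high; 0% = DMSO wells and 100% = 60 µM reference IDE inhibitor Ii1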
# CRFBP-R2 agonist – agonists of CRF-BP/CRF-R2 complex, primary screen, cell-based, HEK293, calcium dye fluorescence, uHTS; CRF-binding protein / CRF receptor 2 complex (human); calcium dye fluorescence (FLIPR); percent of saturating CRF peptide response; activation, % at 13.2 µM; 350,000 compounds, 0.46% hits;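 active means activation of at least 50%, plus an integration ratio under a set limit after plate pattern correction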;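 further: plate controls were neutral control wells without compound for no effect and CRF at EC100 for full effect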
# M5 PAM – human M5 muscarinic receptor positive allosteric modulators, primary screen, CHO-K1 cells, Fluo-8 calcium fluorescence; Muscarinic acetylcholine receptor M5 (Homo sapiens), P08912; CHO-K1 hM5, ACh EC20 PAM; 0% = ACh EC20, 100% = ACh EC100; activation, % at 3 µM; 360,000 compounds, 0.3% hits; AID 624038, 2012;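 active means activation above the run cutoff, the mean activation of all test compounds plus 3 SD, cut at about 18% in these data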
#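 Assay system: CHO-K1 hM5 cells. Also added: acetylcholine at EC20 concentration, added after compound. Dosing: 3 µM, single dose. Times: compound preincubation 140 s before EC20 acetylcholine addition. Signal: Fluo-8 calcium fluorescence. Measure: % activation relative to EC20 and EC100 ACh responses. Repeats: singlicate, one well per test compound.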
# M5 antag – human M5 muscarinic receptor antagonists, primary screen, CHO cells, Fluo-8 calcium fluorescence; inhibition, % at 3 µM; 360,000 compounds, 0.59% hits; CHO-hM5 cells, ACh EC80; AID 624040, 2012; Muscarinic acetylcholine receptor M5 (Homo sapiens), P08912;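 active means inhibition above a per-plate cutoff, the mean of that plate's test compounds plus 3 SD, cut at about 27% in these data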;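 further: 0% = acetylcholine EC80 with DMSO and 100% = DMSO without agonist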
# M4 ag – human M4 muscarinic receptor agonists, primary screen, CHO-K1 cells, Fluo-8 calcium fluorescence; AID 624127, 2012; 360,000 compounds, 0.14% hits; activation, % at 3 µM; Muscarinic acetylcholine receptor M4 (Homo sapiens), P08173; CHO-K1 hM4/Gqi5; vehicle 0%, full acetylcholine response 100%;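 active means activation above the run mean over all test wells plus 3 SD, cut at about 32% in these data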;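 further: peak over basal fluorescence ratio per well then scaled between controls; 0% = DMSO wells and 100% = acetylcholine at EC100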
# * hit, by the source's call; . = no result given. An unsorted share of the library, and some 2.9% of all compounds hit somewhere here.
SMILES,M5 ag,CRFBP-R2 block,M4 PAM,M4 antag,IDE cell inh,CRFBP-R2 agonist,M5 PAM,M5 antag,M4 ag
CCCS(=O)(=O)NC(=O)C1(C)CCN(C(=O)c2ccccc2F)C1 (stereo unspecified),0,.,3,-13,.,.,5,-5,1
CC(=O)Nc1ccc(S(=O)(=O)N(C)CC(=O)Nc2nc3ccccc3[nH]2)cc1,-1,0,4,-2,.,0.8,0,4,2
O=[N+]([O-])c1ccc(SCc2ccco2)cc1N1CCOCC1,-8,-4,9,-4,2,-2.5,4,8,1
COc1ccccc1CNc1nc2nc(C)c(C)c(=O)n2[nH]1,-2,-33,5,-6,-1,0.5,4,1,0
CC(=O)Oc1ccc(N(C(C)=O)S(=O)(=O)c2ccccc2)c2ccccc12,1,-4,4,-1,.,0.1,-2,2,0
O=C1CC(N2CCCc3ccccc32)C(=O)N1c1ccccc1Cl (stereo unspecified),-1,9,12,0,-1,-0.8,-3,-4,5
COC(=O)CCC(=O)NNC(=O)c1ccc(Cl)cc1Cl,1,12,-7,7,-2,-0.2,0,-4,0
Cn1c(SCC(=O)Nc2ccc3c(c2)OCCO3)nnc1C(F)(F)F,3,-5,2,0,1,-0.6,-1,-6,1
CC1(C)c2[nH]c3ccccc3c2C[C@@H]2C(=O)N(Cc3ccccc3F)C(=O)N21,3,-9,-1,-4,3,1.6,-1,18,7
CCC(OC(=O)c1ccco1)C(=O)NCc1ccc(OC)cc1 (stereo unspecified),-2,-4,1,-6,-4,0.5,2,2,0
CCc1c(C)nc(SCC(=O)NNC(=O)c2ccco2)[nH]c1=O,-4,4,-3,10,-1,-0.8,-4,14,1
COc1cccc(NC(=O)CCS(=O)(=O)c2ccc(Br)cc2)c1,-4,-1,0,0,-2,-1.6,-1,-2,1
COC(=O)C1=C(Nc2ccc(C)cc2)C=C(C)C(C(=O)OC)C1c1ccc(F)cc1 (stereo unspecified),-1,11,5,-4,4,1.8,-5,-2,-2
C/C(=N\NC(=O)c1cc(-c2cccc([N+](=O)[O-])c2)n[nH]1)c1ccc(F)cc1,1,-15,1,-2,0,-0.3,0,3,1
COC(=O)c1[nH]nc(C(=O)OC(C)(C)C)c1-c1ccccc1,0,33,0,-4,1,-0.5,-6,8,5
O=C(c1ccco1)N1CCN(S(=O)(=O)c2cccc(Cl)c2)CC1,-9,3,-8,5,6,0.0,2,-1,2
O=C(NCCCn1ccnc1)/C(=C/c1ccco1)NC(=O)c1ccccc1,-9,-11,1,2,-2,0.0,1,5,0
COc1ccc(NC(=O)c2cc(-c3ccc(C)cc3)on2)cc1,2,24,-1,-4,0,-0.9,5,-9,0
COc1ccc(C2CN=NC2C(=O)c2ccccc2)cc1 (stereo unspecified),-4,-6,-3,-4,.,-0.8,-3,1,2
CCOc1ccc(NC(=O)NNC(=O)C(C)Oc2ccccc2OC)cc1 (stereo unspecified),-7,-3,10,0,7,0.4,-7,25,1
COc1ccc(N(CC(=O)NCc2ccc(C)cc2)S(=O)(=O)c2c(C)[nH]c(=O)[nH]c2=O)cc1,2,-11,2,-2,8,0.9,3,-14,0
O=C(CSCc1ccc(Cl)cc1Cl)Nc1c[nH]c(=O)[nH]c1=O,-1,8,9,-1,2,0.4,1,1,0
COc1ccccc1CNC(=O)CSc1ccc(C)cc1,-4,-4,2,1,-7,1.8,4,-8,-1
COc1ccc2cc(C3=CCCCC3)ncc2c1,-1,6,9,-9,1,-2.2,6,1,2
CCOC(=O)C(NC(=O)NCc1ccc(OC)cc1)(OCC)C(F)(F)F (stereo unspecified),-2,-3,2,7,-2,-1.4,3,-6,0
CCOc1ccccc1NC(=O)c1sc2ncn(CC(=O)N3CCOCC3)c(=O)c2c1C,1,4,-7,-3,5,0.9,13,-6,3
O=C(CCn1c(=O)sc2ccccc21)NCCCn1ccnc1,-1,10,-3,6,2,-0.2,-1,-1,1
O=C(Nc1c(-c2ccccc2)[nH][nH]c1=O)c1ccccc1,1,.,13,-7,.,.,-5,11,1
CC(C)CC(c1nnnn1CCc1ccccc1)N1CCC(C(N)=O)CC1 (stereo unspecified),0,7,13,-7,3,-1.5,8,-11,1
O=C(Cc1cccs1)Nc1nnc(-c2ccccc2)s1,-1,-2,2,2,9,-0.2,2,0,1
CN1CC(=O)N(CC(=O)NCc2ccc3c(c2)OCO3)C1=O,5,-5,4,-1,-2,-0.1,10,-14,1
COc1ccc(CCNC(=O)CSc2nc(O)c(CC(C)C)c(=O)[nH]2)cc1OC,-1,12,0,-2,-2,0.4,0,3,-1
CCOC(=O)c1c(C)nc2c(c1-c1cc(OC)ccc1OC)C(=O)c1ccccc1-2,1,-20,-5,11,-1,-1.3,-1,3,0
O=C(NCc1ccc(F)cc1)c1cc(C2CCCCN2C(=O)CCCc2ccccc2)on1 (stereo unspecified),-3,.,-7,-3,.,.,-15,-2,6
Cc1nnc(NC(=O)CSc2nnc(NC(=O)C(C)(C)C)s2)s1,-1,-1,-2,-2,5,0.3,8,0,0
O=C(c1c(O)c2ccccc2oc1=O)C1CCCCC1,1,4,12,-3,2,0.8,-1,-1,-1
CCOc1ccc(Nc2ccc(S(=O)(=O)N3CCN(C)CC3)cc2[N+](=O)[O-])cc1OCC,-2,0,1,-5,2,-1.8,7,1,4
CC(C)CCCN1C(Nc2ccccc2)=NC[C@@H]1C,-3,-5,3,3,1,-0.1,1,0,2
Cc1ccc(NC(=O)C2(C)CCN2C(=O)Cc2ccc(C(C)(C)C)cc2)cc1C (stereo unspecified),3,.,-3,9,.,.,-5,8,4
CCc1ccc(CNC(=O)c2cc3c(C)nc4ccccc4c3o2)cc1,4,5,-6,2,2,-1.8,-20,19,19
CC[C@@H]1C=C(C(=O)O)[C@H](c2ccc(Cl)cc2)N1S(=O)(=O)c1ccc(C)cc1,-1,0,6,-17,9,-5.2,-5,1,0
Cn1nnnc1SCC(=O)NC(=O)Cc1ccccc1,-2,-8,2,-3,2,0.3,11,-11,0
O=C(CSc1nnc(COc2ccc(Br)cc2)o1)NC1CCCCC1,-3,-10,-7,-2,-3,-1.1,-3,12,2
Cc1ccc(-c2nc3ccc(C)cn3c2Cc2ccccc2C(F)(F)F)cc1,-7,.,-3,-9,.,.,7,8,-1
CCN(CC)C(=O)CSc1nc2sc3c(c2c(=O)n1-c1ccc(C)cc1)CC(C)(C)SC3,0,21,7,-7,-2,0.1,-7,8,0
O=C1c2ccccc2C(=O)N1OCc1ccccc1[N+](=O)[O-],-1,5,7,-2,2,-0.1,-1,2,1
CC(=O)C1(O)C(C)CC2C3CCC4CC(O)CCC4(C)C3=CCC21C (stereo unspecified),5,0,-7,5,1,0.3,-6,-5,8
C=CCn1c(NC(C)c2cc(Cl)ccc2O)nc2ccccc21 (stereo unspecified),-2,-10,-10,3,2,-0.4,-10,5,7
COc1ccc([C@@H]2CC=C(C(=O)O)[C@H](c3ccc(Cl)cc3)N2S(=O)(=O)c2ccccc2C)cc1,-1,-3,15,-8,3,3.1,1,-3,0
Cc1ccc(C)c(N2CCN(C(=O)C3CCN(S(=O)(=O)c4cccc5nsnc45)CC3)CC2)c1,-1,25,-15,11,3,-0.2,-21,5,13
Cc1cc(C(=O)NNC(=O)c2cccs2)c(C)o1,1,0,12,-4,-2,0.4,15,-6,0
CC(C)Cn1cnc2c(c1=N)C(c1ccccc1)C1=C(CC(C)(C)CC1=O)O2 (stereo unspecified),-2,-22,-9,3,8,-5.6,-4,3,-2
CCOC(=O)C1C(=O)CC(C)(O)C(C(=O)OCC)C1c1ccc(F)cc1 (stereo unspecified),0,27,-3,2,1,-1.5,0,6,1
CCCCCC(=O)Nc1cc(S(=O)(=O)N2CCCCC2)ccc1N1CCCCC1,5,19,3,-4,.,0.3,-1,8,-2
Cc1ccc(S(=O)(=O)NCCN2CCN(S(=O)(=O)c3ccccc3Cl)CC2)cc1,5,0,-3,-1,-2,-1.0,-9,4,6
Brc1ccc(-c2csc(-c3ccncc3)n2)cc1,-8,-19,6,-1,11,-1.3,-8,2,-2
O=C(O)CC(CN1C(=O)c2ccccc2C1=O)c1ccccc1 (stereo unspecified),-3,-7,9,-15,10,-0.7,5,0,0
O=C(OCc1cc(=O)n2ccsc2n1)c1ccccc1O,4,1,11,-10,2,-0.7,5,12,2
O=C(O)CCCNS(=O)(=O)c1ccc2c(c1)OCCCO2,-3,7,-5,-4,-2,0.0,-5,15,1
Cc1ccc(S(=O)(=O)Nc2cccc(C(=O)N3CCOCC3)c2)cc1,0,8,-1,4,-1,-0.9,3,12,2

# Reformatted tab-delimited: 2 of the compounds above
smiles	M5 ag	CRFBP-R2 block	M4 PAM	M4 antag	IDE cell inh	CRFBP-R2 agonist	M5 PAM	M5 antag	M4 ag
O=C(OCc1cc(=O)n2ccsc2n1)c1ccccc1O	4	1	11	-10	2	-0.7	5	12	2
Cc1ccc(S(=O)(=O)Nc2cccc(C(=O)N3CCOCC3)c2)cc1	0	8	-1	4	-1	-0.9	3	12	2

# Continuation:
SMILES,M5 ag,CRFBP-R2 block,M4 PAM,M4 antag,IDE cell inh,CRFBP-R2 agonist,M5 PAM,M5 antag,M4 ag
COc1ccc(S(=O)(=O)Nc2c(C)nc3nc[nH]n3c2=O)cc1,0,0,0,6,4,-2.3,4,-4,2
COc1ccc(C(=O)COC(=O)[C@H](C)Nc2ccc(C(F)(F)F)cc2[N+](=O)[O-])cc1,-4,-14,2,-4,1,9.0,-6,1,1
C[C@H](NC(=O)c1nc[nH]c1C(=O)N(C)Cc1ccccc1)c1ccccc1,2,-6,11,-6,2,0.4,-8,20,2
Cc1ccc(C)c(S(=O)(=O)N2CCCOC2CNC(=O)C(=O)NCc2ccncc2)c1 (stereo unspecified),-4,-3,4,-2,-2,-0.5,0,-3,1
O=C1OC(OC(=O)c2ccccc2Br)C(N2CCOCC2)=C1Cl (stereo unspecified),0,16,-6,-1,5,-0.4,-5,2,2
NCCSC1CC(=O)N(Cc2ccc(F)cc2)C1=O (stereo unspecified),-19,2,-10,7,0,1.7,-8,6,1
CCCSc1nc2c(c(=O)[nH]c(=O)n2C)n1C,-3,-18,-4,5,1,-1.0,14,-12,1
OC[C@@H]1CN(Cc2cccnc2)C[C@H](n2cnc3c(NC4CCCC4)ncnc32)O1,0,.,-6,-5,.,.,-1,3,0
CC(N=c1ccccn1C(=O)Nc1ccc(F)cc1)c1ccco1 (stereo unspecified),0,-3,-2,3,-2,3.5,-1,-7,5
CCCc1c(C(=O)N/N=C/c2ccc(OCc3ccc(F)cc3)cc2)nnn1-c1nonc1N,2,3,0,-4,.,-0.1,-5,1,1
